Screens deposited in PubChem BioAssay by Vanderbilt University.
GIRK2 activator – activators of NPY4-receptor-primed GIRK2 channels, summary, cell-based, HEK293, thallium flux. 34,000 tested, under 10 active. HEK293 GIRK2/NPY4 cells, thallium flux fluorescence. G protein-activated inward rectifier potassium channel 2 (Homo sapiens), P48051. activation (% efficacy), % for hits at 37.5 µM;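 active means primary screen hit, no activity in plain HEK293 cells, and in GIRK2-only cells above 5% efficacy rising with concentration; inactive means the rest, including fluorescent compounds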;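 further: efficacy is normalized control-subtracted fluorescence 15 s after thallium addition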
Target sequence (P48051 whole entry, looked up): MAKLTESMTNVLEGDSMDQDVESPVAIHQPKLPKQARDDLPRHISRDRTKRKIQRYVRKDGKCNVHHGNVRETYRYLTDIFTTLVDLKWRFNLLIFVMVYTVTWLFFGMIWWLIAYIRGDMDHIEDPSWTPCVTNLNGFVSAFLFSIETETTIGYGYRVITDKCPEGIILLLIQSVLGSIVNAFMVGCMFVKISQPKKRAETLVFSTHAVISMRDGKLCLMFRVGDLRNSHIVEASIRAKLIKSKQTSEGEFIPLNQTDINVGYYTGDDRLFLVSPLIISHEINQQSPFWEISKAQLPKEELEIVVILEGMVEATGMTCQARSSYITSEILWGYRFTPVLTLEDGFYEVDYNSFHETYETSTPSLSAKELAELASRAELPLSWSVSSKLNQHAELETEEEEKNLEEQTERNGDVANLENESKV
Calls only; i = inactive.

SMILES | GIRK2 activator
COc1ccc(CC(=O)NNC(=O)c2cccn(Cc3ccc(F)cc3)c2=O)cc1 | i
Cc1ccc(C(=O)Nc2nnc(Cc3cccs3)o2)cc1C | i
CCOC(=O)N1CCN(C(=O)c2snc(C(=O)NC(C)C)c2N)CC1 | i
CCOC(=O)c1ccc(S(=O)(=O)NCCCn2nc(-c3ccncc3)ccc2=O)cc1 | i
O=C(c1c(F)cccc1F)N1CCN(C(=O)C2CC2c2cccs2)CC1 (stereo not drawn) | i
Cn1ccnc1N1CCN(C(=O)CCC2CCCC2)CC1 | i
CC(=O)c1cccc(S(=O)(=O)N(Cc2ccccn2)Cc2ccco2)c1 | i
COc1ccc(C)cc1NC(=O)CCc1c(C)nn(-c2nc(C)cc(=O)[nH]2)c1C | i
CN(CCO)c1nc(-c2ccccc2)c2cc(Br)ccc2n1 | i
CN(Cc1cc(=O)[nH]c2ccccc12)C(=O)c1ccoc1CSc1ccccc1 | i
O=C(c1nn(-c2ccc(F)cc2)cc1OCc1ccccc1)N1CCCC1 | i
CN1CCOc2ccc(NC(=O)C3CCN(S(C)(=O)=O)CC3)cc2C1=O | i

Some of these compounds in order of SMILES length, high to low:
SMILES | GIRK2 activator
CCOC(=O)c1ccc(S(=O)(=O)NCCCn2nc(-c3ccncc3)ccc2=O)cc1 | i
CN1CCOc2ccc(NC(=O)C3CCN(S(C)(=O)=O)CC3)cc2C1=O | i
CCOC(=O)N1CCN(C(=O)c2snc(C(=O)NC(C)C)c2N)CC1 | i
O=C(c1nn(-c2ccc(F)cc2)cc1OCc1ccccc1)N1CCCC1 | i
CN(CCO)c1nc(-c2ccccc2)c2cc(Br)ccc2n1 | i
Cn1ccnc1N1CCN(C(=O)CCC2CCCC2)CC1 | i

Going on with the list.
SMILES | GIRK2 activator
CCOC(=O)CNC(=O)CSc1nnc(-c2ccncc2)o1 | i
Cn1c(=O)c2cc(C(=O)Nc3ccc(Oc4ccccc4)cc3)sc2n(C)c1=O | i
CCCNC(=O)Cn1nc2c(c1NC(=O)CSCc1ccccc1)CSC2 | i
CCCNC(=O)c1nn(-c2ccc(F)cc2)cc1OCC | i
COc1ccc(NC(=O)Cn2cnc3c(sc4ncccc43)c2=O)cc1Cl | i
CCOC(=O)C1CCc2sc(NC(=O)c3ccc4c(c3)ncn4-c3ccccc3)nc21 (stereo not drawn) | i
COc1ccc(-c2c(C#N)c(SCC(=O)NCC3CCCO3)nc3c2C(=O)CC(C)(C)C3)cc1 (stereo not drawn) | i
O=C(NCCNc1ccc(Nc2ccncc2)nn1)c1cccc2ccccc12 | i
COc1ccc2c(c1)CCN(C(=O)C1CN(C(=O)COc3ccccc3F)C1)C2 | i
O=C(NCc1ccsc1)c1c(F)cccc1F | i
COc1cn(CC(=O)NCc2ccccc2Cl)c(CSc2nnc(C)s2)cc1=O | i
O=C(Cn1cc(-c2nnc(-c3ccccc3)o2)c2ccccc21)N1CCOCC1 | i
CN(C)c1ccc(C(CNC(=O)C(=O)NC2CCCCC2)N2CCCC2)cc1 (stereo not drawn) | i
O=C(Nc1ccc(O)c(-c2nc3ccccc3s2)c1)c1ccno1 | i
CCCc1c(C(=O)NC2CCCC2)nnn1-c1ccc(Cl)cc1 | i
Cc1nn(C2CCS(=O)(=O)C2)c2nc(-c3cccs3)cc(C(=O)N3CCc4ccccc4C3)c12 (stereo not drawn) | i
Cc1ccc(NC(=O)NCC(O)c2ccsc2)cc1C (stereo not drawn) | i
O=C(Nc1ccc(CC(=O)N2CCOCC2)cc1)Nc1ccccc1Cl | i
COc1cccc(C(=O)Nc2ccc(N3CCCC3=O)cc2)c1OC | i
COc1ccc(-c2ccc(=O)n(Cc3cccc(C(F)(F)F)c3)n2)cc1OC | i
COc1ccc(Cl)cc1NC(=O)Cn1nc2ccc(Sc3ccccc3)nn2c1=O | i
CCOC(=O)c1ccccc1NC(=O)CN1CCC(c2cccs2)CC1 | i
Cc1nc(-c2cccs2)c(CCC(=O)N2CCN(c3cccc(C)c3C)CC2)s1 | i
CCOC(=O)c1ccc(NC(=O)c2sccc2N(C)S(=O)(=O)c2ccc(C)cc2)cc1 | i
Cn1c(-c2ccccn2)nn(CCNS(=O)(=O)c2ccc(F)cc2F)c1=O | i
O=S(=O)(NCCC(O)c1cccs1)c1ccc(OC(F)(F)F)cc1 (stereo not drawn) | i
CCOc1ccc(-c2ccc(OCCNS(=O)(=O)c3cc(C)ccc3OC)nn2)cc1 | i
Cc1c(C(=O)NCc2ccco2)c(C(F)(F)F)nn1Cc1ccc(F)cc1 | i
CC(C)Oc1ccc(C2CC(=O)Nc3sc(C(=O)c4ccco4)c(N)c32)cc1 (stereo not drawn) | i
O=C(CN1N=NC2C(=O)N(c3ccc(Br)cc3)C(=O)C21)Nc1ccc(Cl)cc1Cl (stereo not drawn) | i
Cc1ccc(S(=O)(=O)N(C)CC(O)CNC(C)C)cc1 (stereo not drawn) | i
CSc1ccccc1NC(=O)C(=O)NCC1CCN(C(=O)Oc2ccccc2)CC1 | i
Cc1cc(O)c(C(c2ccc([N+](=O)[O-])cc2)c2c(O)cc(C)[nH]c2=O)c(=O)[nH]1 | i
Cc1cc(C)c(C)c(CN2C(=O)CC(C)Nc3ccccc32)c1C (stereo not drawn) | i
CN(C)C(CNC(=O)C(=O)Nc1ccc(F)c(Cl)c1)c1cccc2ccccc12 (stereo not drawn) | i
O=C(NCC#CCN1CCc2ccccc2C1)c1c(F)cccc1F | i
COCCNC(=O)Cc1ccc(NC(=O)C2(c3ccccc3)CCOCC2)cc1 | i
COC(=O)c1ccc(C2CC(=O)Nc3sc(C(=O)c4ccco4)c(N)c32)cc1 (stereo not drawn) | i
Cc1cc(NC(=O)C(c2ccccc2)c2ccccc2)on1 | i
COc1ccc(OCC(=O)Nc2cc(C)nn2-c2nc3c(cnn3-c3cccc(C)c3C)c(=O)[nH]2)cc1 | i
O=C(Cn1c2c(c(=O)n(C3CCCCC3)c1=O)CCC2)Nc1nccs1 | i
COc1cc(S(=O)(=O)n2cccn2)c(C)cc1Br | i
O=C(c1ccccc1C(F)(F)F)N1CCN(C(=O)c2cnn3ccccc23)CC1 | i
COC(=O)N1CCC(CNC(=O)c2cccc3ccccc23)CC1 | i
COc1ccccc1-c1ccc(=O)n(CC(=O)Nc2cccc3nsnc23)n1 | i
O=C(CSc1ccccc1)Nc1nnc(Cc2cccs2)o1 | i
O=C(CSc1ccc(NC(=O)c2ccccc2)nn1)Nc1nc2ccccc2s1 | i
CCOc1ccc(-c2ccc(N3CCN(C(=O)Cc4noc5ccccc45)CC3)nn2)cc1 | i
CCOc1ccc(C(=O)N2CCN(c3nccn3-c3ccc(C)cc3)CC2)cc1OCC | i
CCOC(=O)c1cccc(NC(=O)Cn2nc(SCC)c(S(=O)(=O)c3ccccc3)c2N)c1 | i
CC(C)S(=O)(=O)c1cccc(C(=O)Nc2ccccc2-c2nc3ccccc3[nH]2)c1 | i
CC1CN(CC(O)COC2CC3CCC2(C)C3(C)C)CC(C)O1 (stereo not drawn) | i
O=S(=O)(c1cc(F)ccc1F)N1CCN(c2ccc3nncn3n2)CC1 | i
O=C(Cn1c2c(c(=O)n(C3CCCCC3)c1=O)CCC2)Nc1ccc2ncccc2c1 | i
N#Cc1cccc(C(=O)NCC(O)c2ccsc2)c1 (stereo not drawn) | i
CCOCCn1c(=NC(=O)c2ccnn2CC)sc2c(C)cc(C)cc21 | i
Cc1ccc(S(=O)(=O)N2CCC(C(=O)Nc3nc4c(F)cccc4s3)CC2)cc1 | i
COc1ccc(SCC(=O)Nc2sccc2-c2nc3ccccc3s2)cc1 | i
COc1cc(C)c(S(=O)(=O)N2CCN(CCO)CC2)cc1C | i
COc1ccc(F)cc1S(=O)(=O)Nc1cc2c3c(c1)CCN3C(=O)CC2 | i
Next part:
SMILES | GIRK2 activator
COc1ccc(NC(=O)CCc2c(C)nn(-c3nc(C)c(C)c(=O)[nH]3)c2C)cc1OC | i
CS(=O)(=O)N1CCCC1C(=O)Nc1nc2c(Cl)ccc(Cl)c2s1 (stereo not drawn) | i
O=C(Nc1c2c(nn1-c1cccc(Cl)c1)CS(=O)(=O)C2)C(=O)NC1CCCCC1 | i
O=C(NCCc1ccccc1)C(=O)NCC1CCN(C(=O)c2cccnc2)CC1 | i
O=C(NCCc1cn2c(n1)SCC2)C(=O)Nc1ccc(F)cc1 | i
CCc1ccc(Oc2cc(N3CCC(C(=O)NCc4ccccc4OC)CC3)ncn2)cc1 | i
O=C(/C=C/c1cccs1)NCC1CCN(C(=O)c2cc3ccccc3o2)CC1 | i
COc1cc(NC(=O)CCc2sc(C)nc2-c2cccs2)cc(OC)c1OC | i
CSc1cccc(C(=O)Nc2nnc(Cc3cccs3)o2)c1 | i
Cc1nnsc1C(=O)N1CCC(CNC(=O)c2cccc(Cl)c2)CC1 | i
CN(C)CCNC(=O)C(=O)NCCC(O)c1ccco1 (stereo not drawn) | i
O=C(NCC1(O)CCOCC1)c1cnc2ccccc2n1 | i
Cc1ccc2nc(N(CCN3CCOCC3)C(=O)/C=C/c3ccccc3)sc2c1 | i
CCOC(=O)N1CCC(NC(=O)c2ccc(NC(=O)Cn3c(C)cc(C)c(C#N)c3=O)cc2)CC1 | i
O=C(c1cccnc1)N1CCN(CCn2ccnc2)CC1 | i
Nc1nc2ccc(S(=O)(=O)N3CCCCC3)cc2s1 | i
Cn1ccnc1N1CCN(C(=O)c2cccc(Br)c2)CC1 | i
O=C(CCCCCn1c(=S)[nH]c2ccc(Br)cc2c1=O)NCCCN1CCOCC1 | i
Cn1c(C(F)(F)F)nn(CCNC(=O)C2(c3ccc(Cl)cc3)CCCC2)c1=O | i
CC(C)(C)c1ccc(NC(=O)NCc2n[nH]c(=O)c3ccccc23)cc1 | i
Cc1cc(=O)n2c3ccccc3n(CC3CO3)c2c1C#N (stereo not drawn) | i
CC(C)(C)NC(=O)N1CCC(CNC(=O)c2nc3ccccc3s2)CC1 | i
COc1ccc(-c2noc(Cn3ccn4nc(-c5ccc(C)cc5)cc4c3=O)n2)c(OC)c1 | i
CN1C(=O)N(C)C2(CCN(S(=O)(=O)c3ccc(C(C)(C)C)cc3)CC2)C1=O | i
COc1ccc(S(=O)(=O)Nc2ccc(OC)c(N3CCCCC3=O)c2)c(OC)c1 | i
CCn1nnc2c(N3CCC4(CC3)OCCO4)ncnc21 | i
CCCc1cc(=O)n(CC(=O)Nc2cccc(C)c2C)cn1 | i
O=C(COC(=O)CCCC1=NS(=O)(=O)c2ccccc2N1)Nc1ccc(F)cc1 | i
CC(C)(C)c1ccc(NC(=O)NC2CCCC(O)C2)cc1 (stereo not drawn) | i
COCCN1CCC(CNC(=O)COc2ccccc2)CC1 | i
O=C(O)/C=C1/SC(=O)N(c2ccc(F)cc2)C1=O | i
COc1ccc(S(=O)(=O)CCCC(=O)Nc2nc(-c3ccc4c(c3)OCO4)cs2)cc1 | i
CCN1C(SCC(=O)NCc2ccccc2Cl)=NS(=O)(=O)c2ccccc21 | i
CCNC(=O)C1Cc2ccccc2N1C(=O)c1ccc(S(=O)(=O)N2CCCC2)cc1 (stereo not drawn) | i
Cn1c(=O)c2cc(C(=O)NCCCN3CCOCC3)sc2n(C)c1=O | i
COc1ccc2ncc3c(-c4ccccc4)c(C(=O)NCCN4CCOCC4)sc3c2c1 | i

3 of the compounds above, as labelled records.
COc1ccc(S(=O)(=O)CCCC(=O)Nc2nc(-c3ccc4c(c3)OCO4)cs2)cc1
  GIRK2 activator = i

CCN1C(SCC(=O)NCc2ccccc2Cl)=NS(=O)(=O)c2ccccc21
  GIRK2 activator = i

CCNC(=O)C1Cc2ccccc2N1C(=O)c1ccc(S(=O)(=O)N2CCCC2)cc1 (stereo not drawn)
  GIRK2 activator = i

Continuation:
SMILES | GIRK2 activator
CCOc1c(C)cc(S(=O)(=O)Nc2ccc3c(c2)N(C(=O)C(C)(C)C)CC3)cc1C | i
O=C1Cc2cc(NS(=O)(=O)CCc3ccccc3)cc3c2N1CCC3 | i
Cc1ccc(NC(=O)COc2ccc(Cl)cc2Cl)cc1N1CCCCC1=O | i
COc1cc2nc(=S)n3[nH]c(-c4ccc([N+](=O)[O-])cc4)nc3c2cc1OC | i
O=S(=O)(NCC1CCN(c2ccccn2)CC1)c1ccc(OC(F)(F)F)cc1 | i
COc1cc(COCC2CCN(CC(=O)N3CCOCC3)CC2)cc(OC)c1 | i
O=C(NCC(O)(c1ccco1)C1CC1)NC1CCCCC1 (stereo not drawn) | i
COc1ccc(CCS(=O)(=O)NCC(=O)N2CCOC(c3ccccc3)C2)cc1 (stereo not drawn) | i
COc1cc(C(=O)N(CCN2CCOCC2)c2nc3cc(C)c(C)cc3s2)cc(OC)c1OC | i
COc1ccc(-c2c(C)nn3c(N4CCN(Cc5ccccc5)CC4)cc(C)nc23)cc1OC | i
CCn1nnc2c(=O)n(Cc3cccc(C(F)(F)F)c3)cnc21 | i
COc1ccc(-c2cc(CC(=O)NCc3cccs3)no2)cc1OC | i
N#Cc1cnc(-c2ccc(F)cc2)n(CC(=O)NC2CCc3ccccc32)c1=O (stereo not drawn) | i
CS(=O)(=O)N1CCNCC1 | i
Cc1noc(C)c1S(=O)(=O)NCC(C)(O)c1ccc2c(c1)OCO2 (stereo not drawn) | i
COc1ccc(NC(=O)Cn2cc(-c3ccccc3)c(N(C)C)n2)cc1Cl | i
CCCc1ccc(OCC(O)CN2CCN(CC)CC2)cc1 (stereo not drawn) | i
COc1ccccc1CNC(=O)Cc1csc(Nc2ccc(Cl)cn2)n1 | i
COc1cc(OC)cc(C(=O)Nc2ccc(N3CCCCS3(=O)=O)cc2)c1 | i
CCOc1ccc(NC(=O)c2ccc(=O)n(Cc3ccccc3)c2)cc1 | i
O=C(NNC(=O)c1ccc(F)cc1F)c1ccc(=O)n(Cc2ccc(Cl)cc2)c1 | i

Random excerpt: two entries already listed, in no set order.
SMILES | GIRK2 activator
COc1cc(OC)cc(C(=O)Nc2ccc(N3CCCCS3(=O)=O)cc2)c1 | i
O=C(NNC(=O)c1ccc(F)cc1F)c1ccc(=O)n(Cc2ccc(Cl)cc2)c1 | i

This is a subset; count on the stated rates, not on these rows.
